Screening results (PubChem)
CD40 NFkB inh – CD40 pathway inhibition in BL2 cells. inhibition, % at 10 µM. actives 0.94% (n = 83,000). AID 1053188. BL2 NF-kB luciferase reporter, CD40L-induced, 4 h;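 active = mean inhibition of at least 50% with a set share of replicates also reaching that level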;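 also: 0% = neutral control wells and 100% = IKK inhibitor VII at 50 µM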
* hit, by the source's call; & = joins results of further samples; [ ] = another dose, or the depositor's remark.

SMILES | CD40 NFkB inh
Clc1ccc(CNCCC2=CCCCC2)cc1 | -5
Cc1ccc(C(=O)N2CCN(Cc3ccccc3)CC2)cc1S(=O)(=O)N1CCOCC1 | -4
COC(=O)c1sccc1-n1cccc1C(=O)N1CCOCC1 | 11
CO[C@@H]1CN(C)C(=O)c2ccc(NS(C)(=O)=O)cc2OC[C@H](C)N(C(=O)CN(C)C)C[C@H]1C | -10[25 µM]
CCc1sc(N(C(=O)Cc2ccccc2)c2ccccc2)nc1-c1ccccc1 | -37
O=C(O)CC1(CC(=O)N2CCN(CCO)CC2)CCCC1 | 7
CCOc1ccc(OCc2ccc(C(=O)OCc3ccccn3)o2)cc1 | -98
O=C(CN1CCN(c2ccc(O)cc2)CC1)Nc1ccc(S(=O)(=O)N2CCCC2)cc1 | 0
CC(=O)Nc1ccc(NC(=O)C/C(C)=N/NC(N)=S)cc1 | -2
CCCCn1c(N)c(N(CCOC)C(=O)c2cc3c(s2)CCC3)c(=O)[nH]c1=O | 4
COc1ccc(C#Cc2ccc3c(c2)[C@H]2[C@H](CCN2Cc2nccs2)[C@H](CO)N3)cc1 | -4[25 µM]
COc1ccc(S(=O)(=O)Nc2ccc3c(c2)C(=O)N([C@H](C)CO)C[C@H](C)[C@H](CN(C)Cc2ccc(C(F)(F)F)cc2)OCCCC[C@H](C)O3)cc1 | 37[25 µM]
Clc1ccc2c(c1)CNc1c(ncnc1N1CCOCC1)O2 | -20
CC(C)CN(C(=O)COC(=O)CCSc1ccc(F)cc1)c1c(N)n(Cc2ccccc2)c(=O)[nH]c1=O | 5
COc1ccc(C(=O)OCC(=O)N2CC(=O)Nc3ccccc32)cc1Br | 1
N#Cc1nc(-c2ccc(OCc3ccccc3)cc2)oc1NCc1ccco1 | -4
CCOc1ccccc1OCC(O)CNC (configuration not stated) | 12
Cc1ccccc1NC(=O)C[C@H]1CC[C@H]2[C@@H](COc3ccc(NC(=O)NC(C)C)cc3C(=O)N2C)O1 | 0[25 µM]
O=C(CSc1ccccc1)NCC1(N2CCOCC2)CCCCC1 | -2
O=C(N/N=C/c1ccccn1)c1cccc(S(=O)(=O)Nc2ccccc2Cl)c1 | 8

Structures shown so far containing an aryl methoxy group (3):
SMILES | CD40 NFkB inh
COc1ccc(C#Cc2ccc3c(c2)[C@H]2[C@H](CCN2Cc2nccs2)[C@H](CO)N3)cc1 | -4[25 µM]
COc1ccc(S(=O)(=O)Nc2ccc3c(c2)C(=O)N([C@H](C)CO)C[C@H](C)[C@H](CN(C)Cc2ccc(C(F)(F)F)cc2)OCCCC[C@H](C)O3)cc1 | 37[25 µM]
COc1ccc(C(=O)OCC(=O)N2CC(=O)Nc3ccccc32)cc1Br | 1

A draw from above in order of SMILES length, smallest number first:
SMILES | CD40 NFkB inh
COc1ccc(C(=O)OCC(=O)N2CC(=O)Nc3ccccc32)cc1Br | 1
CCc1sc(N(C(=O)Cc2ccccc2)c2ccccc2)nc1-c1ccccc1 | -37
CCCCn1c(N)c(N(CCOC)C(=O)c2cc3c(s2)CCC3)c(=O)[nH]c1=O | 4

Carrying on:
SMILES | CD40 NFkB inh
COc1ccc(NC(=O)Nc2ccc3c(c2)C(=O)N([C@@H](C)CO)C[C@H](C)[C@@H](CN(C)Cc2ccc(C(F)(F)F)cc2)OCCCC[C@@H](C)O3)cc1 | 12
Cc1cc(=O)oc2cc(O)cc(OCc3ccccc3)c12 | -11
COc1ccc(N/C(=N/c2nc(C)cc(C)n2)NC(=O)c2ccccc2)cc1 | 8
COc1ccc(NC2CCCN(C(=O)c3ccc(C(C)=O)cc3)C2)cc1 (configuration not stated) | 6
CNS(=O)(=O)c1cccc(C(=O)OCC(=O)N2c3ccccc3NC(=O)C2(C)C)c1 | -4
CCOC(=O)Cn1nnnc1C | 8
Cc1[nH]c2ccccc2c1C(=O)COC(=O)c1c(-c2ccccc2)noc1C | 13
COc1ccc(-c2cnc(C(N)=O)c(=O)[nH]2)cc1 | 2
CC(=O)Nc1cccc(-c2ccnc3c2CC(C)(C(=O)Nc2cccc(C(C)=O)c2)O3)c1 (configuration not stated) | 15
COc1ccccc1CCNC(=O)CNC(=O)Cc1cccc2ccccc12 | 13
C[C@H](CO)N1C[C@H](C)[C@@H](CN(C)C(=O)Nc2ccc(-c3ccccc3)cc2)OCc2ccccc2-c2c(n(C)c3ccccc23)C1=O | -8
CCCn1c(Sc2nc3c(c(=O)[nH]c(=O)n3C)n2CCC)nc2c1c(=O)[nH]c(=O)n2C | 10
CCS(=O)(=O)N1CCCCN2[C@H](CO)[C@@H](c3ccc(-c4ccccc4F)cc3)[C@@H]2C1 | -16[25 µM]
Cc1cc2cc(CNC(=S)NC3CCCCC3)ccc2[nH]1 | 6
COc1ccc(OCC(=O)Nc2ccc3c(c2)nc(CCN2CCN(C)CC2)n3C)cc1 | 5
O=C(c1cc(S(=O)(=O)N2CCC3(CC2)OCCO3)ccc1F)N1CCCCC1 | 0
C[C@@H]1CN([C@H](C)CO)C(=O)c2c(c3ccccc3n2C)-c2ccccc2CO[C@H]1CN(C)C(=O)C1CC1 | -6
Cc1cccc(C(=O)N[C@@H](C)C(=O)N2CCN(c3ncccn3)CC2)c1 | 4
Cc1cnc([N+](=O)[O-])n1CCOC(=O)NC(=O)c1c(F)cccc1F | 1
COc1ccccc1NC(=O)CSc1nnc2ccc(-c3ccccn3)nn12 | -9
O=C(NC[C@@H]1[C@@H](c2ccccc2)[C@@H](CO)N1CC1CCCC1)c1ccncc1 | 3[25 µM]
C[C@H](CO)N1C[C@H](C)[C@H](CN(C)Cc2ccc(Cl)c(Cl)c2)OCc2cnnn2CCCC1=O | 5[25 µM]
COc1cccc(S(=O)(=O)N2[C@@H]3CNC[C@H]2C3c2ccc(-c3ccccc3OC)cc2)c1 (some centres not stated) | -8&1[25 µM]
Cc1cccc(-c2ccc(C3[C@H]4CNC[C@@H]3N4S(=O)(=O)c3ccccc3F)cc2)c1 (some centres not stated) | -6&3
O=C(NCc1ccccc1)c1cccnc1N1CCOCC1 | -23
O=c1[nH]c(=O)n(C2CCCO2)cc1F (configuration not stated) | 2
COc1ccc(C(=O)NN=C2CCCC2)cc1OC | 2
C/C=C/c1ccc([C@H]2[C@H](CO)N3C(=O)CN(C(=O)Nc4cccc(OC)c4)C[C@@H]23)cc1 | -5[25 µM]
CC(C)C#Cc1ccc([C@@H]2[C@H]3CN(C(=O)c4ccc5c(c4)OCO5)CC(=O)N3[C@H]2CO)cc1 | -16[25 µM]
Cc1cc(C)c(C)c(S(=O)(=O)N2CCN(C(=O)CNC(=O)c3ccco3)CC2)c1C | -15
COc1ccccc1C(=O)NC(=O)COC(=O)Cc1ccccc1[N+](=O)[O-] | -4
COc1ccc(Cl)cc1NC(=O)CN(C)C(=O)c1cccc2cccnc12 | -3
c1ccc2c(c1)OCC(c1csc3ncnc(N4CCCC4)c13)O2 (configuration not stated) | 26
O=C(Nc1ccc2c(c1)[C@H]1C[C@@H](CC(=O)N3CCOCC3)O[C@@H](CO)[C@H]1O2)NC1CCCCC1 | 0
CC(C)Cc1cc(C(=O)N2CCCC(CCC(=O)N(C)CCc3ccccn3)C2)no1 (configuration not stated) | 11
Cc1ccccc1-c1ccc(C2[C@H]3CNC[C@@H]2N3S(=O)(=O)c2ccc(Cl)cc2)cc1 (some centres not stated) | 1&3
Cc1ccccc1S(=O)(=O)NCC[C@H]1CC[C@@H](NC(=O)C2CCCC2)[C@@H](CO)O1 | -5
O=C(NCc1ccco1)c1ccc(-c2csnn2)cc1 | -18
O=C(NCCc1ccccc1)c1ccccc1NS(=O)(=O)N1CCCC1 | -49
CC(C)CCc1noc(CN(C)CC2CCN(Cc3ccccc3)CC2)n1 | 4
Cn1nccc1C(=O)Nc1sc2c(c1C#N)CCCC2 | -56
CCOC(=O)N1CCN(C(=O)COc2cc(C)c(Cl)c(C)c2)CC1 | 2
COCCn1c(=O)[nH]c2cc(C(=O)NCc3ccccc3)ccc2c1=O | 12
O=C(C1CCCC1)N1C[C@@H]2[C@H](c3ccccc31)[C@H](CO)N2C(=O)Cc1ccccn1 | -6
C[C@@H]1CN([C@@H](C)CO)C(=O)CCCn2nncc2CO[C@H]1CN(C)Cc1ccccc1 | -5
O=C(CCc1nc(-c2ccccc2)no1)NCc1cccnc1 | 10
COC(=O)c1ccccc1Oc1c(F)c(F)nc(N2CCOCC2)c1F | 7
CC(=O)c1cccc(NC(=O)N2CCCc3ccccc32)c1 | -23
CN(C)CCN(Cc1ccco1)C(=O)c1cc2c(Cl)nc3ccccc3c2s1 | -19
COc1ccccc1S(=O)(=O)N[C@@H]1C=C[C@@H](CC(=O)N2CCOCC2)O[C@@H]1CO | -5[25 µM]
CO[C@@H]1CN(C)C(=O)c2ccc(NC(=O)c3ccccc3F)cc2OC[C@@H](C)N(C)C[C@H]1C | -6[25 µM]
CCCC(CCC)C(=O)Nc1ccncc1 | 8
CC(C)C(=O)Nc1ccc(S(=O)(=O)N2CCC(c3nc4ccccc4[nH]3)CC2)cc1 | 13
C/C=C/c1ccc([C@@H]2[C@H](C#N)N(C(=O)NC3CCCC3)[C@H]2CO)cc1 | -5
COc1ccc(CNC(=O)C(C#N)c2nc3ccccc3nc2N2CCN(C)CC2)cc1 (configuration not stated) | 4
O=C(c1ccco1)N1CCN(Cc2csc(-c3ccccc3Cl)n2)CC1 | -14
CN(C)CCN(C(=O)c1ccco1)c1nc2cc3c(cc2s1)OCCO3 | -248
COc1ccccc1CNS(=O)(=O)CCNC(=O)c1ccccc1 | 0
O=C(c1cccc(-n2cnnn2)c1)N1CCOCC1 | -2
CCOc1ccc2nc(N3CCCC(C(=O)NCCCN4CCCCC4)C3)sc2c1 (configuration not stated) | -8

Additional structures follow:
SMILES | CD40 NFkB inh
CCCNC(=O)N1CCN(C(=O)NCCC)CC1 | 4
O=C1CSC(c2cccnc2)N1Cc1cccnc1 (configuration not stated) | 7
CCC(C(=O)NCCCN1CCCCCC1)n1nc(C)c2sc3ccccc3c2c1=O (configuration not stated) | 11
CC(=O)Nc1ccc(NC(=O)Cc2sc(-c3cccnc3)nc2-c2ccc(C)cc2)cc1 | -13
CCN(CC(=O)Nc1ccc(Br)cc1F)CC(=O)NC1CCS(=O)(=O)C1 (configuration not stated) | 0
Cn1c(=O)c2[nH]c(-c3ccccc3)c(O)c2n(C)c1=O | 16
Fc1cnc(N2CCN(c3ccccc3)CC2)nc1N1CCN(c2ccccc2)CC1 | 9
CC1CCN(C(=O)COC(=O)c2cccc(S(=O)(=O)N(C)c3ccccc3)c2)CC1 | 5
COCCNC(=O)C1(C)CCCN(CCS(=O)(=O)c2ccc(C)cc2)C1 (configuration not stated) | 5
C/C=C/c1ccc([C@H]2[C@@H](CO)N(C(=O)CN(C)C)[C@@H]2CNC(=O)CC)cc1 | -3[25 µM]
CCCNC(=O)N1[C@H](C#N)[C@@H](c2ccc(C3=CCCC3)cc2)[C@H]1CO | -6
Cc1cc(C)nc(Nc2n[nH]c(COc3cccc4ccccc34)n2)n1 | 14
Cn1c(CC(=O)NNC(=O)c2ccc(F)cc2F)nc2ccccc21 | 6
CCC(=O)N1[C@@H]2c3ccc(-c4ccccc4F)c(=O)n3C[C@H]1[C@H](CO)[C@H]2C(=O)NC1CCC1 | 5[25 µM]
CC(=O)N1[C@@H]2c3ccc(-c4ccccc4F)c(=O)n3C[C@H]1[C@H](CO)[C@H]2C(=O)N1CCOCC1 | -2[25 µM]
CN(C(=O)COC(=O)c1ccccc1NC(=O)c1ccco1)C1CCS(=O)(=O)C1 (configuration not stated) | -1
O=C(NCC(c1ccco1)N1CCCCC1)c1ccc(S(=O)(=O)Nc2ccccc2)cc1 (configuration not stated) | -2
Cc1cc(C(=O)NC2CCCC2)c2ccccc2n1 | 9
c1coc(CN2CNc3nc4ccccc4n3C2)c1 | 3
CCN(CC)CCN(CC)Cc1ccccc1Br | 8

Molecules shown so far that have an aryl thioether with sulfur outside any ring:
SMILES | CD40 NFkB inh
CC(C)CN(C(=O)COC(=O)CCSc1ccc(F)cc1)c1c(N)n(Cc2ccccc2)c(=O)[nH]c1=O | 5
O=C(CSc1ccccc1)NCC1(N2CCOCC2)CCCCC1 | -2
CCCn1c(Sc2nc3c(c(=O)[nH]c(=O)n3C)n2CCC)nc2c1c(=O)[nH]c(=O)n2C | 10
COc1ccccc1NC(=O)CSc1nnc2ccc(-c3ccccn3)nn12 | -9

Continued:
SMILES | CD40 NFkB inh
CCOc1ccc(Nc2oc(Cc3ccccc3)nc2C#N)cc1 | -80
Cn1cc(C(=O)NCC(=O)Nc2ccccc2Br)cn1 | 13
CCn1nnc(NC(=O)c2cccnc2)n1 | 2
O=C(NCCc1ccc(S(=O)(=O)N2CCCC2)cc1)c1cccs1 | 5
C[C@H](CO)N1C[C@H](C)[C@@H](CN(C)C(=O)Nc2cccc3ccccc23)Oc2c(NS(C)(=O)=O)cccc2C1=O | 1
Cc1ccccc1CS(=O)(=O)c1ccc(C(=O)N2CCOCC2)cc1[N+](=O)[O-] | 18
O=C(CCc1nc(-c2ccccc2)no1)NCc1ccccc1CN1CCOCC1 | 19
O=C(NCc1cccs1)C1CCCN(S(=O)(=O)c2ccc(Br)s2)C1 (configuration not stated) | 4
COc1cccc(C2CCCCN(C)C2=O)c1 (configuration not stated) | 5
CN(C)C(=O)C[C@@H]1CC[C@@H]2[C@H](COc3ccc(NC(=O)C4CCCCC4)cc3C(=O)N2C)O1 | -19[25 µM]
CO[C@H]1CN(C)C(=O)c2ccc(NC(=O)C3CCCCC3)cc2OC[C@@H](C)N(Cc2cccnc2)C[C@H]1C | 2

Compounds listed so far that have a nitro group on carbon, in the order listed:
SMILES | CD40 NFkB inh
Cc1cnc([N+](=O)[O-])n1CCOC(=O)NC(=O)c1c(F)cccc1F | 1
COc1ccccc1C(=O)NC(=O)COC(=O)Cc1ccccc1[N+](=O)[O-] | -4
Cc1ccccc1CS(=O)(=O)c1ccc(C(=O)N2CCOCC2)cc1[N+](=O)[O-] | 18

This is a subset; the hit share may differ from the screen's.
